Screening data: PubChem, The Scripps Research Institute Molecular Screening Center
TAAR1 antag: antagonists of human TAAR1 | Q96RJ0 | 360,000 compounds, 1.5% hits | AID 624466 | CHO RD-HGA16 TAAR1, Fluo-8 calcium fluorescence, antagonist | inhibition, % at 3 µM;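 active = inhibition above a per-plate cutoff, the mean inhibition of test compounds on that plate plus 3 SD, cut at about 49% in these data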;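 also: 0% = DMSO plus EC80 beta-PEA response and 100% = DMSO alone without agonist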
Target sequence (Q96RJ0 whole entry, looked up): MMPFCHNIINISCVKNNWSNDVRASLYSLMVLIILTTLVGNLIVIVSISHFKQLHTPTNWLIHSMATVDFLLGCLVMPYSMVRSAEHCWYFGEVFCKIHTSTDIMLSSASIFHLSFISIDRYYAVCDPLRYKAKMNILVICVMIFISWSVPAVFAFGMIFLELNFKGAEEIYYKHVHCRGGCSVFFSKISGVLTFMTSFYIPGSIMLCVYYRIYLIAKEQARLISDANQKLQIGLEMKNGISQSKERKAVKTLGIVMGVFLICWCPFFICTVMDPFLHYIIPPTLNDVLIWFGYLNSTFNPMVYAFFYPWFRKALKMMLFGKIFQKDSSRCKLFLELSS
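System: RD-HGA16 CHO cells with stable hTAAR1 and Gα16 | Probe or stimulus: EC80 β-phenethylamine stimulus | Dosing: 3 µM, single point | Times: Dye loading 75 min at 37 °C, then 30 min room temperature | Measured by: Fluo-8 calcium-sensitive fluorescence | Read-out basis: % inhibition of agonist calcium response | Replicates: n of 1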
CHO-K1 Ca antag: counter-screen for M1 antagonists: effect in parental CHO-K1 cells; inhibition, % at 3 µM; ATP-induced calcium, Fluo-8 fluorescence; AID 602250; 360,000 compounds, 0.6% hits;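 active = inhibition above a per-plate cutoff, the plate's mean sample inhibition plus 3 SD, cut at about 24% in these data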;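 also: 0% = DMSO plus EC80 ATP and 100% = DMSO alone without ATP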
OXTR agonist: activates the human oxytocin receptor. P30559. CHO-OTR cells, Fluo-8 calcium fluorescence; normalized: DMSO 0%, oxytocin 100%. activation, % at 3 µM. 320,000 compounds, 0.32% hits. AID 2435;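 active = activation above the mean of all tested compounds plus 3 SD, cutoff set per screening run, cut at about 20% in these data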;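 also: peak over basal fluorescence ratio from a 100 s FLIPR kinetic read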
GPR7 antagonist: human neuropeptides B/W receptor 1 antagonism. P48145. inhibition, % at 4.4 µM. AID 1861. 290,000 compounds, 1.1% hits. GPR7-expressing cells, fluorescence antagonist assay; in the data active = inhibition above about 16%, passing the limit was not always enough;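 also: cells stimulated with the agonist NPW; 0% = agonist with vehicle and 100% = vehicle without agonist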
Target sequence (P48145 whole entry, looked up): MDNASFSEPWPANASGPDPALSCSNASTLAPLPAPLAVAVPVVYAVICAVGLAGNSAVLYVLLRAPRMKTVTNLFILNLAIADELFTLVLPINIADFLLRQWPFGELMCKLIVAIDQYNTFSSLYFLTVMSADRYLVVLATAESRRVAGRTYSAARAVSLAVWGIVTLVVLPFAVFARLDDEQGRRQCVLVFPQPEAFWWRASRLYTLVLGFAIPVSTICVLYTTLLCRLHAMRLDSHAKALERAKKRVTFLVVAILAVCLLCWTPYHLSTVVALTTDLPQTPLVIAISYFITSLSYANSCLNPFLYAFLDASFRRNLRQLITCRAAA
CHO-K1 Ca ag: nonselective activator or artifact in parental CHO-K1 cells | 360,000 compounds, 0.48% hits | activation, % at 3 µM | Fluo-8 calcium fluorescence; scaled to maximal ATP response, vehicle zero; in the data active = activation above about 15%;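 also: untransfected CHO-K1 host cells lacking M1 receptor as counterscreen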
OXTR potentiate: potentiators of human oxytocin receptor; P30559; CHO-OTR cells, Fluo-8 calcium fluorescence, potentiator mode; 0% = oxytocin EC15, 100% = EC100; activation, % at 3 µM; 320,000 compounds, 0.061% hits; AID 2445;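 active = activation above that plate's cutoff, the mean activation of tested compounds plus 3 SD, cut at about 6.6% in these data, passing the limit was not always enough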;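 also: 100% uses oxytocin at 75 nM as the full agonist control; some results filed as inactive read as strong as hits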
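Dosing: Single dose, 3.0 µM nominal final compound concentration | Material: Human OTR in CHO cells | Technique: Kinetic Fluo-8 calcium fluorescence | Benchmarks: EC15 oxytocin alone as 0%, 75 nM oxytocin as 100% | Probe or stimulus: Oxytocin at about EC15, sub-maximal agonist stimulus | Incubation: Compound 6 min at room temperature before oxytocin, 100 s read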
CHO parental Ca: counter-screen for OX1R antagonists: effect in parental CHO cells; parental CHO-K1, ATP-induced calcium, Fluo-8 fluorescence; AID 463079; 330,000 compounds, 0.63% hits; inhibition, % at 5.6 µM;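 active = inhibition above that plate's mean sample inhibition plus 3 SD, cut at about 26% in these data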;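 also: 0% = ATP-challenged DMSO wells and 100% = DMSO wells without ATP; some compounds past the cut are filed as inactive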
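Measured by: calcium-sensitive Fluo-8 fluorescence / Test system: CHO parental line / Controls: ATP-challenged DMSO wells low, unchallenged DMSO wells high / Measure: % inhibition / Compound: single nominal dose of 5.6 µM per compound / Replicates: single well per compound, no replicates / Reagent: ATP as calcium-mobilizing challenge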
CHO-K1 Ca PAM: M1 PAM counterscreen hit in parental CHO-K1 cells; ATP EC20, Fluo-8 calcium fluorescence; 0% at ATP EC20, 100% at ATP max; activation, % at 3 µM; 360,000 compounds, 0.02% hits; AID 602247;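 active = activation above the run cutoff, the mean activation of all test compounds plus 3 SD, cut at about 40% in these data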;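 also: peak over basal fluorescence ratio in a 140 s read after ATP addition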
V1aR counter: activates human V1a receptor in oxytocin agonist counter-screen. CHO-V1R cells, Fluo-8 calcium fluorescence, agonist mode; 0% DMSO, 100% 3 nM vasopressin. activation, % at 3 µM. 320,000 compounds, 0.25% hits. AID 2797;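 active = activation above the mean activation of all tested compounds plus 3 SD, per screening run, cut at about 20% in these data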;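 also: signal is peak over basal fluorescence ratio across a 100 second FLIPR read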
Target sequence (P37288 whole entry, looked up): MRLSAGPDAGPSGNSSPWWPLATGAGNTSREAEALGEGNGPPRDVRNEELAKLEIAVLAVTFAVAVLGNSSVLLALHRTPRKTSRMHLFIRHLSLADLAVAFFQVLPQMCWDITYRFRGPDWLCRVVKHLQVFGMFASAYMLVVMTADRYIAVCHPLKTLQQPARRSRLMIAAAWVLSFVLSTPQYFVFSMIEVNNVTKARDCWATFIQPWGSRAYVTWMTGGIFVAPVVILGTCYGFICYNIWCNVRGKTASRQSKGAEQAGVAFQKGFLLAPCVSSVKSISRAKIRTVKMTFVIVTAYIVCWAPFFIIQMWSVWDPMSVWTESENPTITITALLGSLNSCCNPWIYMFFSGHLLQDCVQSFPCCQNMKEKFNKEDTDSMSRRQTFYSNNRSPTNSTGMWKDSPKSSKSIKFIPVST
* hit, by the source's call.

How did COc1ccc(OC)c(NC(=O)COC(=O)CCCN2C(=O)c3ccccc3C2=O)c1 do in these assays?
TAAR1 antag: -7; CHO-K1 Ca antag: -3; OXTR agonist: 3.5; GPR7 antagonist: -5; CHO-K1 Ca ag: 2.9; OXTR potentiate: 2; CHO parental Ca: -25; CHO-K1 Ca PAM: 19; V1aR counter: 2.2

How did CC1(C(=O)NS(=O)(=O)C2CC2)CCCN(C(=O)c2ccc(F)cc2Cl)C1 (stereo not drawn) do in these assays?
TAAR1 antag: -24; CHO-K1 Ca antag: -3; CHO-K1 Ca ag: 0.1; CHO-K1 Ca PAM: 9

What do the screens show for `O=C(COC(=O)c1cccc2ccccc12)Nc1cccnc1Cl`?
TAAR1 antag: 11; CHO-K1 Ca antag: -4; OXTR agonist: -0.7; GPR7 antagonist: -3; CHO-K1 Ca ag: 0.9; OXTR potentiate: -2; CHO parental Ca: -18; CHO-K1 Ca PAM: 5; V1aR counter: 0.8

What do the screens show for `O=C(NCC(=O)N1CCN(C/C=C/c2ccccc2)CC1)c1ccc(Br)cc1`?
TAAR1 antag: -14; CHO-K1 Ca antag: -20; OXTR agonist: 1.4; CHO-K1 Ca ag: 2.1; OXTR potentiate: -3; CHO parental Ca: -6; CHO-K1 Ca PAM: 7; V1aR counter: 2.2

What do the screens show for `O=C(CS(=O)(=O)c1ccc2ccccc2c1)N1CCCCCC1`?
TAAR1 antag: -39; CHO-K1 Ca antag: -6; OXTR agonist: -1.8; GPR7 antagonist: -3; CHO-K1 Ca ag: 4.6; OXTR potentiate: -23; CHO parental Ca: -5; CHO-K1 Ca PAM: 11; V1aR counter: -1.0

Results for O=C(NCc1ccc2c(c1)OCO2)c1cc(-n2cnnc2)ccc1Cl ?
TAAR1 antag: -5; CHO-K1 Ca antag: 0; OXTR agonist: 3.0; GPR7 antagonist: -8; CHO-K1 Ca ag: 0.1; OXTR potentiate: -8; CHO parental Ca: -10; CHO-K1 Ca PAM: 7; V1aR counter: -1.0

How did CCN(CC)N=Nc1ccc(S(N)(=O)=O)cc1 do in these assays?
TAAR1 antag: -2; CHO-K1 Ca antag: -16; OXTR agonist: 0.1; GPR7 antagonist: -10; CHO-K1 Ca ag: 2.0; OXTR potentiate: -6; CHO parental Ca: -2; CHO-K1 Ca PAM: 19; V1aR counter: 0.3

Results for Cc1nc2ccc3nc(NC(=O)c4ccco4)sc3c2s1 ?
TAAR1 antag: 3; CHO-K1 Ca antag: 0; OXTR agonist: 0.5; GPR7 antagonist: -6; CHO-K1 Ca ag: 0.0; OXTR potentiate: -6; CHO parental Ca: -18; CHO-K1 Ca PAM: -16; V1aR counter: -1.0

Results for OC(CNc1nc2ccccc2s1)c1ccccc1 (stereo not drawn) ?
TAAR1 antag: 5; CHO-K1 Ca antag: -1; OXTR agonist: 2.4; GPR7 antagonist: -3; CHO-K1 Ca ag: 0.8; OXTR potentiate: -2; CHO parental Ca: -5; CHO-K1 Ca PAM: 8; V1aR counter: 1.3

What do the screens show for `CCc1n[nH]c(=S)n1/N=C/c1ccc(NC(C)=O)cc1`?
TAAR1 antag: -13; CHO-K1 Ca antag: -5; OXTR agonist: 0.3; GPR7 antagonist: -3; CHO-K1 Ca ag: -0.4; OXTR potentiate: -1; CHO parental Ca: -2; CHO-K1 Ca PAM: -9; V1aR counter: 1.1

How did Cc1cc(C)c2sc(C)[n+](CCCS(=O)(=O)[O-])c2c1 do in these assays?
TAAR1 antag: -1; CHO-K1 Ca antag: 2; OXTR agonist: 0.7; GPR7 antagonist: -2; CHO-K1 Ca ag: -0.4; OXTR potentiate: -23; CHO parental Ca: -9; CHO-K1 Ca PAM: -8; V1aR counter: 1.1

What do the screens show for `CC(NC(=O)/C(C#N)=C/c1ccc(N2CCOCC2)cc1)c1ccccc1` (stereo not drawn)?
TAAR1 antag: 24; CHO-K1 Ca antag: 10; OXTR agonist: 6.6; GPR7 antagonist: -2; CHO-K1 Ca ag: 7.6; OXTR potentiate: -10; CHO parental Ca: -17; CHO-K1 Ca PAM: -23; V1aR counter: 6.7

How did COc1ccc(OC)c(NC(=S)N2CCN(Cc3ccccc3)CC2)c1 do in these assays?
TAAR1 antag: -5; CHO-K1 Ca antag: 1; OXTR agonist: -0.3; GPR7 antagonist: -9; CHO-K1 Ca ag: 0.0; OXTR potentiate: -4; CHO parental Ca: 1; CHO-K1 Ca PAM: 4; V1aR counter: 0.4

How did O=Cc1ccc(N2CCCC2)o1 do in these assays?
TAAR1 antag: -1; CHO-K1 Ca antag: 20; OXTR agonist: 0.5; GPR7 antagonist: -18; CHO-K1 Ca ag: 3.5; OXTR potentiate: -8; CHO parental Ca: -2; CHO-K1 Ca PAM: 1; V1aR counter: -0.5

Results for O=C(NC1CCCN(Cc2ccccc2F)C1)c1cccs1 (stereo not drawn) ?
TAAR1 antag: -14; CHO-K1 Ca antag: -14; OXTR agonist: 0.8; GPR7 antagonist: -2; CHO-K1 Ca ag: 0.7; OXTR potentiate: -5; CHO parental Ca: -21; CHO-K1 Ca PAM: -5; V1aR counter: 1.2

2 entries picked at random from those above:
What do the screens show for `CC(NC(=O)/C(C#N)=C/c1ccc(N2CCOCC2)cc1)c1ccccc1` (stereo not drawn)?
TAAR1 antag: 24; CHO-K1 Ca antag: 10; OXTR agonist: 6.6; GPR7 antagonist: -2; CHO-K1 Ca ag: 7.6; OXTR potentiate: -10; CHO parental Ca: -17; CHO-K1 Ca PAM: -23; V1aR counter: 6.7

Results for Cc1nc2ccc3nc(NC(=O)c4ccco4)sc3c2s1 ?
TAAR1 antag: 3; CHO-K1 Ca antag: 0; OXTR agonist: 0.5; GPR7 antagonist: -6; CHO-K1 Ca ag: 0.0; OXTR potentiate: -6; CHO parental Ca: -18; CHO-K1 Ca PAM: -16; V1aR counter: -1.0

Following part.
What do the screens show for `O=C(Nc1nc(-c2ccc(F)c(F)c2)cs1)c1ccc(OCC2CCCO2)cc1` (stereo not drawn)?
TAAR1 antag: 54*; CHO-K1 Ca antag: -7; OXTR agonist: 2.9; GPR7 antagonist: -10; CHO-K1 Ca ag: 2.4; OXTR potentiate: -7; CHO parental Ca: -22; CHO-K1 Ca PAM: 19; V1aR counter: 3.9

How did COc1ccc2c(c1)sc1nc(=O)ccn12 do in these assays?
TAAR1 antag: 12; CHO-K1 Ca antag: -3; OXTR agonist: -0.6; GPR7 antagonist: -10; CHO-K1 Ca ag: -0.4; OXTR potentiate: -18; CHO parental Ca: 0; CHO-K1 Ca PAM: 12; V1aR counter: 0.5

Results for O=C(Nc1cc2c3c(c1)CC(=O)N3CCC2)c1ccccc1F ?
TAAR1 antag: 4; CHO-K1 Ca antag: -6; OXTR agonist: -0.2; CHO-K1 Ca ag: 0.2; OXTR potentiate: -4; CHO parental Ca: -22; CHO-K1 Ca PAM: 17; V1aR counter: -1.0

How did Cc1cccn2c(=O)nc(SCC(=O)c3ccc(Cl)cc3)nc12 do in these assays?
TAAR1 antag: -25; CHO-K1 Ca antag: -7; OXTR agonist: -1.6; CHO-K1 Ca ag: 0.4; OXTR potentiate: -1; CHO parental Ca: -15; CHO-K1 Ca PAM: 8; V1aR counter: 0.2

What do the screens show for `CC(=Nc1ccccc1O)c1sc2ccccc2c1O`?
TAAR1 antag: 44; CHO-K1 Ca antag: 14; OXTR agonist: 27*; GPR7 antagonist: -3; CHO-K1 Ca ag: 15; OXTR potentiate: -9; CHO parental Ca: 24; CHO-K1 Ca PAM: 4; V1aR counter: 31*

Results for CN1CCN(CC(=O)Nc2nc3ccccc3s2)CC1 ?
TAAR1 antag: -3; CHO-K1 Ca antag: -6; OXTR agonist: 0.9; GPR7 antagonist: -12; CHO-K1 Ca ag: 0.6; OXTR potentiate: 2; CHO parental Ca: -9; CHO-K1 Ca PAM: 9; V1aR counter: 0.7

Results for CSCC(C)N1CCC(Oc2cccc(C(=O)NCc3ccccn3)c2)CC1 (stereo not drawn) ?
TAAR1 antag: -6; CHO-K1 Ca antag: -7; OXTR agonist: 0.3; GPR7 antagonist: -9; CHO-K1 Ca ag: 0.5; OXTR potentiate: 0; CHO parental Ca: -19; CHO-K1 Ca PAM: 1; V1aR counter: 1.5

What do the screens show for `Cc1cccc(NC(=O)CC(=O)Nc2cccc(C)c2)c1`?
TAAR1 antag: 5; CHO-K1 Ca antag: -1; OXTR agonist: -1.1; GPR7 antagonist: -11; CHO-K1 Ca ag: 2.1; OXTR potentiate: -8; CHO parental Ca: -11; CHO-K1 Ca PAM: 7; V1aR counter: 1.6

What do the screens show for `N/N=C/C(=N\Nc1ccc(Cl)cc1)C(=O)c1ccncc1`?
TAAR1 antag: -1; CHO-K1 Ca antag: -12; OXTR agonist: -2.1; GPR7 antagonist: -14; CHO-K1 Ca ag: 0.2; OXTR potentiate: -11; CHO parental Ca: -16; CHO-K1 Ca PAM: 13; V1aR counter: -1.1

Results for CC1CCCCN1C(=O)C1COc2ccccc2O1 (stereo not drawn) ?
TAAR1 antag: -12; CHO-K1 Ca antag: -9; OXTR agonist: 0.1; GPR7 antagonist: -18; CHO-K1 Ca ag: 1.2; OXTR potentiate: 4; CHO parental Ca: 1; CHO-K1 Ca PAM: 7; V1aR counter: 0.3

Results for O=C(c1ccc(OC2CCN(CCc3ccccc3)CC2)cc1)N1CCCC(CO)C1 (stereo not drawn) ?
TAAR1 antag: -17; CHO-K1 Ca antag: -10; OXTR agonist: 0.7; GPR7 antagonist: 4; CHO-K1 Ca ag: 1.1; OXTR potentiate: -2; CHO parental Ca: -9; CHO-K1 Ca PAM: 14; V1aR counter: 1.2

Results for COc1ccc(-c2ccnc3ncnn23)cc1 ?
TAAR1 antag: -15; CHO-K1 Ca antag: 1; OXTR agonist: 0.4; GPR7 antagonist: -3; CHO-K1 Ca ag: 0.1; OXTR potentiate: 6; CHO parental Ca: -8; CHO-K1 Ca PAM: 1; V1aR counter: -0.3

How did Cn1c(CCCOc2ccc(Cl)cc2Cl)nnc1SCC(=O)Nc1ccc(F)c(Cl)c1 do in these assays?
TAAR1 antag: 24; CHO-K1 Ca antag: -1; OXTR agonist: -2.0; GPR7 antagonist: 8; CHO-K1 Ca ag: 0.2; OXTR potentiate: -4; CHO parental Ca: 1; CHO-K1 Ca PAM: 8; V1aR counter: -1.6

What do the screens show for `CC12CC3CC(C)(C1)CC(NCc1ccncc1)(C3)C2`?
TAAR1 antag: -4; CHO-K1 Ca antag: -9; OXTR agonist: 0.3; GPR7 antagonist: -10; CHO-K1 Ca ag: 0.6; OXTR potentiate: 2; CHO parental Ca: 10; CHO-K1 Ca PAM: 4; V1aR counter: -0.3
